Compound activity (PubChem)
SK-BR-3 tox 24h: SK-BR-3 proliferation inhibitors, primary screen, cell-based, human, 24 h; SK-BR-3 viability, CellTiter-Glo ATP luminescence; stronger effect = lower value; viability, % at 10 µM; hit rate 0.47% among 41,000; AID 847, 2007;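 active = viability at or below the median of all test compounds minus 3 SD, in both replicates if run twice, cut at about 45% in these data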;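 also: 100% = median untreated cell wells and 0% = median positive control drug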
Numbers without * were called inactive. An excerpt; the hit share may differ from the screen's.

SMILES	SK-BR-3 tox 24h
CCSc1nc2sc3c(c2c2nnc(SCC(=O)NCc4ccco4)n12)CCCC3	102
Cc1cccc(-n2ncc3c(N4CCCC4)ncnc32)c1	88
Cn1c(=O)n(CCN2CCOCC2)c(=O)c2c1nc1n2CCN1c1ccccc1	87
Cc1sc2nc(SCC(=O)N3CCCCC3)[nH]c(=O)c2c1C	96
O=C(NC1CCCC1)c1ccc(S(=O)(=O)N2CCCC2)cc1	84
CCOc1ccc(-c2noc(-c3ccncc3)n2)cc1OCC	109
O=C(CCN1CCN(CCO)CC1)Nc1ccc(F)c(F)c1	101
CCOC(=O)CN(C(=O)Cn1nnc2ccccc21)C(C(=O)NCCOC)c1ccccc1 (stereo not given)	101
CC(C)CCNC(=O)Cc1c(C(=O)O)[nH]c2ccc(Cl)cc12	97
Cc1cccc(N2CC(C(=O)Nc3ccc4c(c3)OCO4)CC2=O)c1C (stereo not given)	91
CCCn1cnc2cc(NCc3cccc(OC)c3)ccc21	72
Cn1c(SCc2nc3ccccc3c(=O)[nH]2)nnc1-c1ccco1	102
CCCOc1ccc(N2C(=O)CC(N(O)c3ccccc3)C2=O)cc1 (stereo not given)	83
COC(=O)c1ccc(S(=O)(=O)N(Cc2cc3cc4c(cc3[nH]c2=O)OCO4)C2CCCCC2)cc1	104
COCCCN1CC23C=CC(O2)C(C(=O)OC)C3C1=O (stereo not given)	94
CC(/C=C/c1ccc(Cl)o1)=C\C(=O)O	108
CCc1ccc(CCC(=O)Nc2ccc(C)cc2C)o1	75
CCN1c2ccccc2-c2nc3ccccc3n2C1c1cccnc1 (stereo not given)	84
CCCOC(=O)CCn1c(=S)oc2ccccc21	101
CCOC(=O)CNC(=O)c1ccc2c(c1)OCCO2	67
CCCCCn1c(SCC#N)nc2cc(C(=O)NC3CCCCC3)ccc2c1=O	46
COC(=O)C1(CCSC)NC(c2ccccc2OC)C2C(=O)N(C)C(=O)C21 (stereo not given)	90
COc1ccc(OC)c(-c2c[n+](=O)c3c(n2[O-])CCCC3)c1	86
O=C(NCCOCC(F)(F)C(F)F)c1cc(F)c(F)cc1Cl	97
CCCn1c(SCC(=O)Nc2cc(C)on2)nc2c1c(=O)n(C)c(=O)n2C	95
O=C(Nc1cccc2nsnc12)c1ccc2c(c1)OCCO2	117
COc1ccc(C(O)P(=O)(O)CCc2ccccc2)cc1 (stereo not given)	104
COC(=O)c1cc(OC)c(OC)cc1NC(=O)Nc1ccc(OC)cc1OC	85
C=CCn1cnc2c(c1=O)c1nc3ccccc3nc1n2/N=C/c1ccccn1	79
COc1cccc(Cn2c(Oc3ccccc3)nc3c2c(=O)n(C)c(=O)n3C)c1	91
CC(C(=O)Nc1ccccc1C(=O)N1CCCC1)n1nnc2ccccc21 (stereo not given)	94
Cc1cccc(NC(=O)Cn2cnc3sc(C)c(S(=O)(=O)N4CCC(C)CC4)c3c2=O)n1	82
O=C(c1cccs1)N1CCN=C1SCc1ccccc1	100
O=C(COc1ccc(F)cc1)N(CC1=CCS(=O)(=O)C1)c1ccccc1	93
O=C(CN1CCN(c2ccc(F)cc2)CC1)c1ccc2c(c1)OCO2	93
O=C(CN1CCN(c2ccccn2)CC1)Nc1cccc(C(F)(F)F)c1	86
Cc1cccc(C)c1OCC(O)CN (stereo not given)	129
Cc1c(NC(=O)CSc2nnnn2Cc2ccccc2)c(=O)n(-c2ccccc2)n1C	90
O=C(NC1CCN(C(=O)Nc2ccccc2)CC1)C1CCCCC1	96
COC(=O)COc1ccc(Oc2cc(C)nc(SC)n2)nn1	96

Ten compounds out of the list, arranged by formula weight, rising.
SMILES	SK-BR-3 tox 24h
Cc1cccc(C)c1OCC(O)CN (stereo not given)	129
COCCCN1CC23C=CC(O2)C(C(=O)OC)C3C1=O (stereo not given)	94
CCCn1cnc2cc(NCc3cccc(OC)c3)ccc21	72
O=C(CCN1CCN(CCO)CC1)Nc1ccc(F)c(F)c1	101
CCN1c2ccccc2-c2nc3ccccc3n2C1c1cccnc1 (stereo not given)	84
O=C(NCCOCC(F)(F)C(F)F)c1cc(F)c(F)cc1Cl	97
CC(C(=O)Nc1ccccc1C(=O)N1CCCC1)n1nnc2ccccc21 (stereo not given)	94
Cc1c(NC(=O)CSc2nnnn2Cc2ccccc2)c(=O)n(-c2ccccc2)n1C	90
CCOC(=O)CN(C(=O)Cn1nnc2ccccc21)C(C(=O)NCCOC)c1ccccc1 (stereo not given)	101
Cc1cccc(NC(=O)Cn2cnc3sc(C)c(S(=O)(=O)N4CCC(C)CC4)c3c2=O)n1	82

Next records:
SMILES	SK-BR-3 tox 24h
CCN(CC)CC(=O)Nc1c(Br)ccc2c1OCO2	85
O=C1C2C(C(=O)N1Cc1cccnc1)C1C=CC2C12CC2 (stereo not given)	90
O=C(Nc1c(-c2ccccc2)nc2c(Br)cc(Br)cn12)c1ccco1	87
Cc1cc(C(=O)N2CCN(c3ccccn3)CC2)c(C)o1	93
COc1ccc(CNc2nc3c(c(=O)[nH]c(=O)n3C)n2CCCc2ccccc2)cc1	83
CC(=O)Nc1ccc(C(=O)CSc2nnc(-c3ccc(O)cc3)n2CC2CCCO2)cc1 (stereo not given)	87
CCOC(=O)C1=C(N)N2C(=O)CSC2=C(C(=O)OC)C1	79
Cc1cccc(S(=O)(=O)c2c(N)n(/N=C/c3ccco3)c3nc4ccccc4nc23)c1	78
CN(Cc1ccccc1)c1nc2c(c(=O)[nH]c(=O)n2C)n1CCSc1nc2ccccc2[nH]1	85
CCOC(=O)C1C2C=CC3(CN(c4ccccc4CC)C(=O)C13)O2 (stereo not given)	93
O=S1(=O)Nc2c(ccc3cccnc23)-c2ccccc21	85
CC(=O)N1CCc2cc(Br)cc(S(=O)(=O)NCCCN3CCC(C)CC3)c21	86
O=C(O)Cn1nnnc1SCC(=O)Nc1ccc(OC(F)(F)F)cc1	100
c1nc(N2CCNCC2)c2sc3nc(N4CCOCC4)c4c(c3c2n1)CCC4	103
C=CCc1cccc(CNc2nc3ccccc3n2C(C)C)c1O	81
c1ccc(Nc2c3c(nc4ncnn24)CCC3)cc1	87
O=C(CCNS(=O)(=O)c1cccc2nsnc12)NCCc1ccccc1	90
Cc1cc(NC(=O)Cn2nc(C(F)(F)F)c3c2CCC3)n(-c2ccccc2)n1	109
CCCCOc1ccccc1NC(=O)CC1Nc2ccccc2NC1=O (stereo not given)	81
Cc1nn(Cc2ccccc2Cl)c(C)c1C(=O)NCc1ccco1	86
O=C(CN1C(=O)COc2ccc(Cl)cc21)Nc1ccc2c(c1)OCCO2	86
CCc1nnc(NCn2nc(C)cc2C)s1	81
Cc1oc(C)c(C(N)=O)c1C(N)=O	73
CCCCC(=O)Nc1ccc2c(c1)OCCO2	96
CCN(CC)CCNC(=O)c1c(C)oc2cc(Br)c(OC)cc12	73
CCOC(=O)N1CCN(C(=O)Cn2ncn3nc(-c4cccs4)cc3c2=O)CC1	93
CS(=O)(=O)N(CC(N)=O)c1ccc(F)c(Cl)c1	94
O=C(CCCn1c(=O)[nH]c2ccsc2c1=O)N1CCCCC1	106
Cc1ccc(CNC(=O)CSc2nc(N3CCCCC3)nc(N3CCCCC3)n2)cc1	103
Cc1cc(C)n2nc(-c3cccnc3)nc2n1	91
CC(C)(C)Cc1nnc(NS(=O)(=O)c2ccc(F)cc2)s1	99
Cn1nc(-c2ccc(C(=O)NCC3CCCO3)cc2)c2ccccc2c1=O (stereo not given)	106
Cc1cccc(CN2CCN(C(c3ccccc3)c3ccc(Cl)cc3)CC2)c1 (stereo not given)	63
C=CCN1C(=O)/C(=C2\SC(N3CCOCC3)=NC2=O)c2cc(Br)ccc21	70
CC(OC(=O)c1nsc(Cl)c1Cl)C(=O)NCc1ccco1 (stereo not given)	105
Cc1cccc(NC(=O)CN2CCN(CC(=O)Nc3cccc(C)c3)CC2)c1	106
O=S(=O)(c1ccc2c(c1)OCCO2)N1CCC(O)(c2ccc(Cl)cc2)CC1	99
O=C(CSc1nc(-c2ccccc2)cc(=O)[nH]1)N1CCc2ccccc21	86
NS(=O)(=O)c1ccc(CCNC2CC(=O)N(CCc3ccccc3)C2=O)cc1 (stereo not given)	96
CCc1nnc(NC(=O)c2ccc(NS(=O)(=O)c3ccccc3)cc2)s1	79
CC1(C)OC(=O)C(=CNCC(O)c2ccccc2)C(=O)O1 (stereo not given)	91
CSc1nc2ccc(S(=O)(=O)Nc3c(C)n(C)n(-c4ccccc4)c3=O)cc2s1	96
Cc1cc(C)n2c(SCCC(C)C)nnc2n1	94
COc1c(C)cccc1C(=O)Nc1cc(Cl)ccc1N1CCOCC1	76
Cn1nnc(NC(=O)COc2ccc(C3CCCCC3)cc2)n1	83
COc1ccc(Oc2coc3c(CN(C)C)c(O)ccc3c2=O)cc1	107
COC(=O)C(C(=O)OC)N1C(=O)CCC1=O	110
COc1cccc(N2CCN(c3c4c(nc5ncnn35)CCC4)CC2)c1	25*
O=C(CCNS(=O)(=O)c1cccc2nsnc12)NC1CCN(Cc2ccccc2)CC1	79
COc1ccc(C(C)=O)cc1COC(=O)c1ccc(S(=O)(=O)N2CCOCC2)cc1	101
Next structures follow:
SMILES	SK-BR-3 tox 24h
CCn1nnc(-c2ccccc2NC(=O)C(F)(F)F)n1	94
COc1ccc(CCN(C)C(=O)N2CCOCC2)cc1OC	88
O=C(Nc1ccc(OC(=O)c2cccnc2)cc1)c1cccnc1	60
CCn1cc(C(=O)NCC2COc3ccccc3O2)c2cc(OC)c(OC)cc2c1=O (stereo not given)	107
CCOC(=O)CNC(=O)CSc1nc2sc(C)c(C)c2c(=O)n1C	91
COc1ccc(Cc2nnc(SCc3c(C)noc3C)n2C2CCCCC2)cc1OC	86
Cc1ccc(S(=O)(=O)C2(C(=O)O)CCCC2)cc1C	94
Cc1oc(C(C)(C)C)cc1C(=O)Nc1ccc2c(c1)OCCO2	96
CSc1nc2sc3c(c2c(=O)n1C1CCCCC1)CCN(C)C3	85
COc1cccc(CN(CC(=O)NCC2CCCO2)C(=O)CCC(=O)Nc2cc(C)on2)c1 (stereo not given)	101
COc1ccccc1Nc1nc(N)nc(CSc2nnc(C)s2)n1	93
CCOC(=O)c1[nH]c2cc(OC)c(OC)cc2c1NC(=O)c1ccc2c(c1)OCO2	56
CCOC(=O)c1ccc(-c2c(C(=O)OCC)oc3cc(O)c(CC)cc3c2=O)o1	121
Cc1ccc(C(=O)CSc2ccccn2)cc1	127
Cc1nnc(SCCCn2c(N3CCN(c4ccccc4)CC3)nc3c2c(=O)[nH]c(=O)n3C)s1	75
O=C(Cc1ccc(Cl)cc1)Nc1ccc(N2CCN(C(=O)c3ccco3)CC2)cc1	99
CC(C)C1NC2(C(=O)c3ccccc3C2=O)C2C(=O)N(c3ccc(F)cc3)C(=O)C12 (stereo not given)	122
Cc1ccc2[nH]c(=O)c(CN(Cc3cccs3)Cc3nnnn3Cc3ccccc3)cc2c1	102
CCOCCCNC(=O)C1CCN(C(=O)Nc2ccc(Cl)cc2)CC1	93
O=C(CCc1nc(-c2ccccc2)no1)NCc1ccco1	87
CCOC(=O)C1CCN(C(=O)Cc2c(C(=O)O)[nH]c3ccccc23)CC1	80
COc1ccc(F)cc1CN1CCN(c2cc(C)nc3c4c(C)cc(C)nc4nn23)CC1	62
O=c1cc(-c2ccccc2)nc2n1Cc1ccccc1-2	92
Cc1cc(C)c2c(CN3CCN(C)CC3)cc(=O)oc2c1	94
CC(=O)C1=C(N2CCCCC2)CCC1=O	96
Cc1ccc(CN2CCN(C(=O)C3CCCO3)CC2)cc1 (stereo not given)	82
O=C(CCNS(=O)(=O)c1ccc(Br)s1)NC1CCCC1	87
COc1ccc(C)cc1NC(=O)CN(c1ccccc1)S(C)(=O)=O	95
O=C(Nc1cccnc1)c1cc2nc(C3CC3)cc(C(F)(F)F)n2n1	102
COC(=O)C1CCCN1C(=O)c1cccs1 (stereo not given)	91
Nc1nc(N)c2nc(-c3ccccc3)c(N)nc2n1	94
CCN(CCNC(=O)C1CCN(S(=O)(=O)c2cccc3nsnc23)CC1)c1ccccc1	95
C[C@H]1C[C@H]2[C@@H]3CCC4=CC(=O)C=C[C@]4(C)[C@@]3(Cl)[C@@H](O)C[C@]2(C)[C@@]1(O)C(=O)CO	91
O=C(CN1CCOCC1)N1CCN(c2nnc(-c3ccccc3)c3ccccc23)CC1	87
O=C(NCCC1=CCCCC1)C1CCN(S(=O)(=O)c2cccs2)CC1	84
Cc1nc(SCC(=O)NCC2CCCO2)c2oc3ccccc3c2n1 (stereo not given)	103
O=C(Nn1cnnc1)c1cc2cc(Br)ccc2oc1=O	95
COC(=O)N1CC(C)N(C(=O)OC)CC1C (stereo not given)	80
Nc1nc2nccc(-c3ccc(Cl)cc3)n2n1	87
N#Cc1c2c(c(-c3ccco3)[nH]c1=O)CCCC2	82
C=C(C)CSc1nnc2n(C)c(=O)c3c4c(sc3n12)CCC4	89
COc1ccc2c(c1)CCc1c(C(=O)NCCCn3ccnc3)noc1-2	79
Nc1c2c(nc3ccn(Cc4ccccc4)c(=O)c13)CCC2	75
CCOc1cc(NC(=O)c2ccco2)c(OCC)cc1NC(=O)Cc1cccc(OC)c1	54
CCCCNC(=O)OCCNC(=O)NC	77
N#CC1=C(SCC(=O)NC2CC2)NC(=O)C(C#N)C12CCCCC2 (stereo not given)	104
C/C(CC1(O)C(=O)N(C)c2ccccc21)=N\O (stereo not given)	85

Structures from the list above with a cyano group (3):
SMILES	SK-BR-3 tox 24h
CCCCCn1c(SCC#N)nc2cc(C(=O)NC3CCCCC3)ccc2c1=O	46
N#Cc1c2c(c(-c3ccco3)[nH]c1=O)CCCC2	82
N#CC1=C(SCC(=O)NC2CC2)NC(=O)C(C#N)C12CCCCC2 (stereo not given)	104
